RAD52 anneal inh – RAD52 (human) annealing inhibition | actives 0.46% (n = 360,000) | inhibition, % at 18.7 µM | P43351 | recombinant RAD52 DNA annealing, FRET fluorescence;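 active means every replicate showing at least 50% inhibition; inconclusive means mean inhibition at least 50% but not in every replicate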
Target sequence (P43351 whole entry, looked up): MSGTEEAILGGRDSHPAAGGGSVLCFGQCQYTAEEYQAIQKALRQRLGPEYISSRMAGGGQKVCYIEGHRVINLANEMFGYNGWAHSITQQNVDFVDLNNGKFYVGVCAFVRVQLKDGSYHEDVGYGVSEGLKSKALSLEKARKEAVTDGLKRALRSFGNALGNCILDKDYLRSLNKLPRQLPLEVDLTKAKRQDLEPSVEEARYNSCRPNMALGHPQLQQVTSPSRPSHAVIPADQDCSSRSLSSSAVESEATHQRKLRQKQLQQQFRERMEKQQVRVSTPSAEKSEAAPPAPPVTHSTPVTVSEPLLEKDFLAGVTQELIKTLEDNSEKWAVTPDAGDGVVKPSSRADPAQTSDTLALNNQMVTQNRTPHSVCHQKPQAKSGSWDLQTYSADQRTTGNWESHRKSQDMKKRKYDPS
XiGFP reactiv – X-chromosome reactivation activator; actives 0.055% (n = 360,000); activation, % at 7.58 µM; XiGFP mouse fibroblasts, % GFP-positive cells imaging, 3 d; cells co-treated with 5-aza-dC sensitizer; scaled so ellipticine positive control = 100%;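 active means mean normalized replicate activation at least 10% and every replicate at or above 10%; inconclusive means only one of the two criteria met; inactive means mean below 10% and not all replicates reach 10%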;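 further: 0% = median of on-plate neutral control wells and 100% = ellipticine 6 µM median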
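Assay system – SV40-immortalized XiGFP fibroblast cells, line 68-5-11 · Buffer or medium – DMEM supplemented with 5-aza-dC as sensitizing agent · Dosing – one concentration, pinned · Benchmarks – positive control ellipticine, 6 µM final · Times – 3 days compound exposure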
ARNT TACC3 PPI – ARNT/TACC3 interaction disruption; Q9Y6A5; AlphaScreen His-ARNT PAS-B/GST-TACC3 binding, luminescence; TACC3 fragment carries E629A point mutation; inhibition, % at 9.99 µM; actives 0.66% (n = 390,000); AID 623870;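 active means mean inhibition of replicates at least 50% and at least half of replicates each reaching 50%; inconclusive means half or more replicates reach 50% but mean below 50%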;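 further: 0% = complete ARNT plus TACC3 wells and 100% = ARNT alone without TACC3; many hits fall short of the cut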
INS-1E GSIS act – primary screen for activators of insulin secretion dependent on glucose, INS-1E cells, GLuc reporter luminescence; activation, % at 16.6 µM; INS-1E GLuc reporter insulin secretion, 2-3 h; actives 0.61% (n = 370,000); AID 743287;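 active means lowest replicate activation of at least 40%, so every replicate reaches that level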;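 further: 0% = median of neutral control wells and 100% = median of IBMX positive control wells; some compounds called inactive have numbers as strong as hits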
esBAF inh – SWI/SNF esBAF complex inhibition; AID 602393; actives 2% (n = 350,000); reporter increase, % at 12.5 µM; mouse ES cells, Bmi1-luciferase knock-in reporter, 24 h; 100% = twice the neutral-well signal; in the data active means activation above about 40%; inconclusive means no clear call, values can overlap the other calls;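 further: 0% = median of the plate's neutral control wells and 100% = double that signal; a rise in the Bmi1 reporter signal indicates esBAF inhibition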
ERAP1 inh – ERAP1 (human) enzyme inhibition. Q9NZ08. recombinant ERAP1, Leu-AMC fluorescence, 60 min. inhibition, % at 10.7 µM. actives 0.15% (n = 340,000). AID 652197;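 active means mean replicate inhibition of at least 30%, or all replicates individually reaching that 30% level; inactive means mean below 30% and not every replicate reaching it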;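 further: 0% = neutral control wells and 100% = L-leucinethiol positive control wells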
RAD54 branch – inhibitors of human RAD54 branch migration | Q92698 | RAD54 Holliday junction branch migration, FAM/BHQ fluorescence | inhibition, % at 10.4 µM | actives 0.14% (n = 360,000) | AID 602329;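 active means mean normalized replicate activity at least 40 and at least half of replicates scoring 40 or more; inconclusive means only one of the two criteria met; inactive means mean below 40 and under half of replicates reaching 40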;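 further: 0% = median of neutral control wells and 100% = median of positive control wells; inhibitors cause a drop in the FAM fluorescence signal; in these data hits start at about 50%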
CFTR F508del cor – correctors of CFTR F508del function in bronchial epithelial cells; CFBE cells, YFP halide quenching; stimulated with forskolin plus potentiator P3; % fluorescence drop versus neutral controls; actives 0.36% (n = 350,000); activity (quench increase), % at 7.58 µM; AID 720511;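 active means mean added fluorescence quench of at least 8% versus neutral control, with both replicates also reaching 8%; inconclusive means only one of the mean or replicate conditions met; inactive means mean below 8% and not both replicates reaching 8%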;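 further: cells transiently co-express mutant CFTR-F508del with the halide-sensitive YFP; corrector assay measuring rescue of mutant channel to the surface after 24 h compound exposure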
* marks the source's active call; other numbers are inactive results; i = inactive; ? = inconclusive; / = no result given; & = joins results of further samples. An unsorted share of the library; about 3.3% have a hit in one of these screens.

SMILES	RAD52 anneal inh	XiGFP reactiv	ARNT TACC3 PPI	INS-1E GSIS act	esBAF inh	ERAP1 inh	RAD54 branch	CFTR F508del cor
Cc1ccc([C@@H]2C[C@H]3[C@@H](CN2S(=O)(=O)c2ccc(C)cc2)C(=O)C[C@@H](c2ccc(Cl)cc2)N3S(=O)(=O)c2ccc(C)cc2)cc1	-8	-0.1	/	12	11	1	-2	2.2
COc1ccc(-c2cnc3c(NC=O)cc(-c4ccc(F)cc4)cn23)cc1OC	-24	0.8	/	/	-40	2	3	1.2
CN1CCN(CCC(=O)Nc2ccc(C3CCCC3)cc2)CC1	13	0.0	-3	0	-14	14	-13	0.2
C[C@@H]1CCCCO[C@@H](CN(C)C(=O)Cc2ccccc2)[C@H](C)CN([C@@H](C)CO)C(=O)c2cc(NC(=O)Nc3ccc(F)cc3)ccc2O1	9	0.1	-12	6	2	-2	3	-1.4
COc1ccccc1CNC(=O)C[C@@H]1C[C@H]2c3cc(NS(=O)(=O)c4ccc(F)cc4)ccc3O[C@H]2[C@H](CO)O1	-12	0.0	1	-29	11	-1	-3	0.6
O=C(Nc1ccccc1F)N[C@@H]1CC[C@@H](CCNC(=O)C2CCC2)O[C@H]1CO	4	-0.4	-2	18	-1	3	4	-0.7
CC(C)CNC(=O)COC(=O)CCC(=O)c1ccc(Cl)cc1	-2	0.1	-2	-8	-1	-1	3	-1.9
Cc1cccc(C(=O)NCC(=O)N2CCC2)c1	-4	-0.1	/	2	-3	1	5	1.6
CC(C)=CC(=O)Nc1ccc(S(=O)(=O)Nc2ccccn2)cc1	0	0.0	27	2	/	2	/	5.6
COc1cc(Cl)c(S(=O)(=O)N2CCN(Cc3ccc4c(c3)OCO4)CC2)cc1Cl	-7	0.1	-5	-7	-4	0	0	-4.0
Cc1ccc(NC(=O)Nc2ccc3c(c2)C(=O)N(C)[C@@H]2CC[C@@H](CC(=O)NCC(F)(F)F)O[C@@H]2CO3)cc1	19	0.4	-2	-5	4	-2	-1	/
Cc1ccc(-n2nnnc2CS(=O)(=O)c2ccccc2)c(C)c1	-15	0.0	0	21	-4	2	0	-3.1
O=C(C[n+]1ccc2ccccc2c1)Nc1cc(C(F)(F)F)ccc1Cl	-29	0.0	4	5	/	0	3	/
Cc1nc2cc(NC(=O)Nc3cccc4ccccc34)ccc2n1C	-14	0.0	-6	1	26	1	/	-0.7
CCSc1nsc(NC(=O)Nc2ccccc2OC)n1	-9	0.1	-6	3	27	-3	-8	1.5

Overlap with the part before: 5 entries; new compounds follow.
SMILES	RAD52 anneal inh	XiGFP reactiv	ARNT TACC3 PPI	INS-1E GSIS act	esBAF inh	ERAP1 inh	RAD54 branch	CFTR F508del cor
Cc1ccc(NC(=O)Nc2ccc3c(c2)C(=O)N(C)[C@@H]2CC[C@@H](CC(=O)NCC(F)(F)F)O[C@@H]2CO3)cc1	19	0.4	-2	-5	4	-2	-1	/
Cc1ccc(-n2nnnc2CS(=O)(=O)c2ccccc2)c(C)c1	-15	0.0	0	21	-4	2	0	-3.1
O=C(C[n+]1ccc2ccccc2c1)Nc1cc(C(F)(F)F)ccc1Cl	-29	0.0	4	5	/	0	3	/
Cc1nc2cc(NC(=O)Nc3cccc4ccccc34)ccc2n1C	-14	0.0	-6	1	26	1	/	-0.7
CCSc1nsc(NC(=O)Nc2ccccc2OC)n1	-9	0.1	-6	3	27	-3	-8	1.5
CC(OC(=O)Cc1n[nH]c(=O)c2ccccc12)C(=O)Nc1ccccc1[N+](=O)[O-] (stereo unspecified)	4	0.0	3	18	-6	2	-2	1.6
Cc1ccc(S(=O)(=O)Nc2ccc3c(c2)CC(=O)N([C@H](C)CO)C[C@@H](C)[C@@H](CN(C)C(=O)NC2CCCCC2)O3)cc1	12	0.0	-3	20	3	0	-4	1.2
Cc1noc(C)c1NC(=O)Nc1ccc2c(c1)C(=O)N([C@H](C)CO)C[C@H](C)[C@@H](CN(C)CC1CC1)OCCCC[C@H](C)O2	4	0.3	0	14	0	1	1	-1.8
Cc1ccc(S(=O)(=O)Nc2ccccc2CNC2CCCCC2)cc1	-23	-0.1	-1	-19	/	1	/	-2.4
CCn1nc(C)c(CN2CCC(n3nccc3NC(=O)c3ccc4c(c3)OCO4)CC2)c1C	-4	-0.1	3	9	-6	-3	3	-2.4
Cc1ccc(-c2c[nH]c(=S)n2-c2ccccc2F)cc1	-6	0.0	-2	-7	/	1	/	-0.7
COc1ccc(Nc2nc(Cl)nc(NCCO)n2)cc1	/	-0.2	-4	17	/	/	8	/
C[C@@H]1Cn2cnc(C(=O)N3CCN(C(=O)OC(C)(C)C)CC3)c2C(=O)N1	-4	0.2	/	11	/	-1	/	-0.7
COc1cccc(S(=O)(=O)N2C[C@@H](O)COC[C@@H]3O[C@H](CC(=O)NCCCN4CCOCC4)CC[C@H]32)c1	-13	0.2	0	14	1	-2	9	-0.8
CN(Cc1ccco1)S(=O)(=O)c1csc(C(N)=O)c1	-2	0.0	-12	13	-2	1	-4	0.7
CCN(c1ccc(OC)cc1)S(=O)(=O)c1nnc(NC(=O)c2ccco2)s1	-30	0.2	-36	12	0	1	-4	2.9
CCOc1nc(-c2ccc(OC)cc2)ccc1-c1noc(-c2cc(OC)c(OC)c(OC)c2)n1	/	/	1	0	1	/	-4	/
O=C(/C=C/c1ccccc1)CCN1CCCCC1	-2	0.7	-1	-23	3	1	-4	1.8
COc1cc2cc(C(=O)N3CCN(c4ccccc4OC)CC3)[nH]c2cc1OC	6	-0.1	10	2	-3	0	7	2.7
CC(C)(Oc1ccc(Cl)cc1)C(=O)NCCCn1ccnc1	0	/	1	2	0	-2	4	/
CCCCc1nc(SCC(=O)Nc2nnc(C(C)C)s2)n[nH]1	-14	-0.1	1	14	/	0	-4	2.0
Cc1cc(NO)nc(-c2ccc(Br)cc2)n1	/	/	-33	26	51*	/	1	/
CC1CC(C)CN(CC(=O)c2cccs2)C1 (stereo unspecified)	-16	0.0	0	4	-8	-9	0	1.1
CCOC(=O)N1CCC(NC(=O)c2ccc3c(c2)N=C(CC)c2ccccc2S3)CC1	-18	0.0	6	-3	1	1	-6	-0.2
C[C@H]1CN([C@@H](C)CO)C(=O)Cc2cc(NC(=O)C3CCCCC3)ccc2O[C@@H]1CN(C)Cc1ccc(-c2ccccc2)cc1	0	-0.1	-9	-37	-2	2	-4	3.8
Cc1cc(=O)[nH]c(SCc2ccc(Cl)cc2)n1	-4	0.0	-14	/	/	-3	/	0.7
Cc1ccc(-c2cc(C(=O)Nc3sc4c(c3C(=O)NCc3ccco3)CCC4)[nH]n2)c(O)c1	-10	-0.1	1	-8	/	9	2	/
COCC#Cc1ccc2c(c1)O[C@H](CN(C)C)[C@H](C)CN([C@H](C)CO)S2(=O)=O	-7	-0.6	-6	6	3	0	-9	5.1
Cc1nc(-c2ccc(S(=O)(=O)NCc3cccnc3)s2)cs1	-12	-0.1	2	/	0	-1	-10	1.5
O=C(CC1CCCCC1)N1CCC(c2nc(-c3ccc(S(=O)(=O)N4CCCC4)cc3)no2)CC1	/	/	-3	-49	9	/	2	/
O=C(N/N=C/C=C/c1ccco1)c1cnccn1	-9	0.1	62*	0	/	/	-2	-2.1
COc1ccc(C)c(-n2c(=O)n(Cc3ccccc3)c(=O)c3[nH]cnc32)c1	-13	?	/	63*	2	-1	3	1.7
O=C(CSc1nnc(-c2ccccc2)c(-c2ccccc2)n1)N1CCc2ccccc21	/	/	8	-9	-11	/	7	/
CC(C)NC(=O)N(C)C[C@@H]1Oc2ncc(C#Cc3ccncc3)cc2C(=O)N([C@@H](C)CO)C[C@H]1C	0	0.8	8	3	0	1	-4	1.7
CC(=NNc1ccc([N+](=O)[O-])cn1)c1ccc(N)cc1	-3	0.3	6	/	97*	-3	0	6.2
O=C(COc1ccc(S(=O)(=O)N2CCCC2)cc1Cl)Nc1ccc2c(c1)OCO2	/	/	0	-29	3	/	-1	/
CCOc1ccc(/C=C/c2[nH]c(=O)[nH]c(=O)c2[N+](=O)[O-])cc1	-16	0.0	-1	/	0	7	-12	-3.9
O=C1CNC(=O)/C(=C/c2ccco2)N1	-6	0.1	8	21	-5	3	-9	0.0
CC(CCc1ccccc1)NC(=O)c1ccc(NC(=O)c2cccc(Br)c2)cc1 (stereo unspecified)	/	0.1	-2	-12	/	/	-2	/
COc1ccc(S(=O)(=O)N2CC[C@@H]3[C@@H](CO)Nc4ccc(Br)cc4[C@@H]32)cc1	/	0.2	0	-16	-4	/	-7	0.0
C=CCNC(=O)c1cccc(Br)c1	-9	/	-2	2	-7	4	3	/
O=C1NCC(Nc2ccc(Br)cc2)C(=O)N1 (stereo unspecified)	-10	0.0	-2	7	-2	-1	-1	-0.2
C[C@H](CO)N1C[C@H](C)[C@@H](CN(C)S(=O)(=O)c2ccccc2)Oc2ccc(NS(=O)(=O)c3ccc(F)cc3)cc2C1=O	-3&-15	-1.3&-0.1	3	-6	8	0&4	2	0.4&0.0
O=C(Nc1cccnc1)C1Cc2c(-c3cccc(F)c3)ccnc2O1 (stereo unspecified)	3	0.4	/	-35	9	-2	3	-0.4
CC1CC(C)(C)N(C(=O)CN2C(=O)c3ccccc3C2=O)c2ccccc21 (stereo unspecified)	/	/	6	-21	-9	/	8	/
CCN(CC)S(=O)(=O)c1cc(NC(=O)Cc2ccc(S(=O)(=O)N3CCOCC3)s2)ccc1Cl	-39	0.1	20	-20	-23	-7	-1	-1.2
Cc1ccc(S(=O)(=O)N(C)C[C@H]2OCCCC[C@@H](C)Oc3ccc(NC(=O)c4ccccc4)cc3C(=O)N([C@@H](C)CO)C[C@@H]2C)cc1	-49	0.0	24	-3	1	1	0	-3.0
COCCN1C(=O)COc2ccccc2C1C(=O)NC1CCCCC1 (stereo unspecified)	-9	0.0	/	14	/	1	/	4.4
COc1ccc(C(=O)OCC(=O)NC(=O)NCc2ccccc2)cc1[N+](=O)[O-]	5	0.0	2	16	6	1	-4	2.4
O=C(NCc1cc(C(F)(F)F)cc(C(F)(F)F)c1)C1CC(c2ccccc2F)=NO1 (stereo unspecified)	-21	0.0	-9	-8	4	-1	-10	-2.6
COc1ccc(CCNC(=O)CN(CCc2ccccc2)S(C)(=O)=O)cc1OC	-8	0.1	-6	15	-4	-5	7	-0.6
CC(=O)N=c1c(C#N)cc2c(=O)n3ccccc3nc2n1CCCOC(C)C	-21	0.4	/	19	/	i	1	-0.3
O=c1[nH]c(-c2cccnc2)nc2sc(-c3ccccc3)cc12	-7	-0.1	1	1	/	7	/	?

Structures above that bear a hit mark in INS-1E GSIS act:
SMILES,RAD52 anneal inh,ARNT TACC3 PPI,INS-1E GSIS act,esBAF inh,ERAP1 inh,CFTR F508del cor
COc1ccc(C)c(-n2c(=O)n(Cc3ccccc3)c(=O)c3[nH]cnc32)c1,-13,/,63*,2,-1,1.7
